# Efa HMGR inh: E. faecalis class II HMG-CoA reductase inhibition. 0.41% of 190,000 active. AID 1066. purified E. faecalis HMGR, NADPH absorbance 340 nm kinetic. inhibition, % at 10 µM;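 active = inhibition above a set limit, the median over all tested compounds plus 3 SD, cut at about 9.5% in these data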;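 also: enzyme runs in reverse so mevalonate oxidation gives rising NADPH absorbance; 0% = complete reaction with DMSO and 100% = background rate lacking mevalonate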
# TNAP inh hiacc: TNAP (human) inhibition, high acceptor. P05186. purified TNAP, CDP-star luminescence, 1 M DEA. inhibition, % at 20 µM. 0.03% of 200,000 active;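 active = over 50% inhibition of tissue-nonspecific alkaline phosphatase at 20 µM in the single-dose screen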;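 also: plate controls were DMSO wells for no effect and EDTA-quenched wells as full inhibition for full effect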
# PMI act hi M6P: activators of human phosphomannose isomerase at near-saturating mannose 6-phosphate; activation factor at 20 µM; P34949; AID 1216; coupled PMI enzyme assay, resazurin fluorescence, 20 min; stronger effect = higher value; 1 = untreated enzyme, 0 = substrate-free blank; 0.34% of 190,000 active;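 active = activation factor of 2 or more at 20 µM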
# Target sequence (P34949 whole entry, looked up): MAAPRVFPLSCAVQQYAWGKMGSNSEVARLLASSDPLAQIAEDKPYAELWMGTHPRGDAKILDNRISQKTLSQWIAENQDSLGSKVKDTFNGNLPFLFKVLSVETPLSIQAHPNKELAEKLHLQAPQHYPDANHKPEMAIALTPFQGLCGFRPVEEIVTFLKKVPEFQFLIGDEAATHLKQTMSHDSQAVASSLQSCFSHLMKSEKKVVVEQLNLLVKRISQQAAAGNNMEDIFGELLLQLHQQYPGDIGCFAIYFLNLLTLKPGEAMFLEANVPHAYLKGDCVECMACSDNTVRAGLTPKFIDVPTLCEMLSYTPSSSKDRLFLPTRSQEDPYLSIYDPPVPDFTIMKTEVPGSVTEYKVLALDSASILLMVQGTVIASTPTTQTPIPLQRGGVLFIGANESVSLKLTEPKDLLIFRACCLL
#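 assay system = human phosphomannose isomerase with PGI, G6PDH, diaphorase coupling enzymes | quantity = 15 ng/mL PMI | incubation = enzyme reaction with compound 20 min at room temperature | medium = HEPES pH 7.4 buffer with MgCl2 and Tween-20 | compound dosing = one concentration, 20 µM, in 1% DMSO | measured by = Diaphorase-driven resazurin-to-resorufin fluorescence, excitation 544, emission 590 nm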
# FLuc act counter: affects firefly luciferase, flagging false hits in luciferase stimulation screens. activation factor at 10 µM. 200,000 tested, under 10 active. AID 1027. ATPlite luciferase biochemical, luminescence, 10 min; 0 = ATP-free wells, 1 = DMSO control;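 active = luciferase activation factor, scaled between plate controls, of at least 2 with compound at 10 µM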
# Target sequence (P08659 whole entry, looked up): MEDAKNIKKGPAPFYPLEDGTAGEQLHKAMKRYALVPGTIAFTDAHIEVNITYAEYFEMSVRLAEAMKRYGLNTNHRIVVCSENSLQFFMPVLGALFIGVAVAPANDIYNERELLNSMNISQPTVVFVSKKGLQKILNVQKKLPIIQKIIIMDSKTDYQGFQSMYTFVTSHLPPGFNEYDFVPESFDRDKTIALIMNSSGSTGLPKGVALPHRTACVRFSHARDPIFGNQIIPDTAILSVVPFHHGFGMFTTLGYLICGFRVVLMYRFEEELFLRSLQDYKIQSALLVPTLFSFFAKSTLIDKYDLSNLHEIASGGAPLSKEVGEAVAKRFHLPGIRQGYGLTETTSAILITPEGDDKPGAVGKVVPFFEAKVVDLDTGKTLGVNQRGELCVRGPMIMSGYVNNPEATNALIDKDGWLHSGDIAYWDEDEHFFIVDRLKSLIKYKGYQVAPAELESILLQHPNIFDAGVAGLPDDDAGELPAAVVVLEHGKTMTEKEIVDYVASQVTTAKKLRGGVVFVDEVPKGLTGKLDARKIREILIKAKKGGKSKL
#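 assay system = Luciferase/luciferin detection reagent, cell-free biochemical luciferase assay | also added = ATP substrate | times = 10 min post-reagent at room temperature | measured by = luminescence from luciferase reaction | measure = luciferase activation, seen as luminescence increase over controls | benchmarks = low control with PBS replacing ATP, high control enzyme plus ATP without compound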
# TNAP inh noacc: TNAP (human) inhibition, acceptor-free conditions | P05186 | purified TNAP, CDP-star luminescence, 30 min | inhibition, % at 20 µM | 0.26% of 200,000 active | AID 1012;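 active = tissue-nonspecific alkaline phosphatase inhibition above about 50% at 20 µM in the single-dose screen, limit read from the data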;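 also: 0% = DMSO negative control and 100% = EDTA positive control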
# G6PDH CS: counter-screen for G6PDH assay hits: L. mesenteroides G6PDH inhibition; inhibition, % at 5 µM; Purified L. mesenteroides G6PDH, diaphorase/resazurin coupled fluorescence, 45 min; 0.12% of 200,000 active; in the data active = inhibition above about 50%
# TNAP act hiacc: TNAP (human) activation, high acceptor; P05186; purified TNAP, CDP-star luminescence, 1 M DEA, 30 min; stronger effect = higher value; 0 = EDTA background, 1 = DMSO-only activity; activation factor at 20 µM; 200,000 tested, under 10 active; AID 1136;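 active = activation factor at least 2 at 20 µM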
#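 Assay system: human TNAP; Input: enzyme diluted 1/800 final; Reagent: CDP-star luminogenic substrate at 100 µM final; Timing: 30 min, room temperature; Signal: luminescence; Evaluation: TNAP activation factor scaled between EDTA and DMSO control wells.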
# PMI act: activators of human phosphomannose isomerase. purified human PMI, coupled resazurin fluorescence, 20 min; stronger effect = higher value; 1 = vehicle control, 0 substrate-free wells. AID 1214. P34949. activation factor at 20 µM. 0.005% of 190,000 active;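 active = activation factor of 2 or more at 20 µM, relative to plate controls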
# Diaph inh CS: counter-screen for diaphorase-based assays: diaphorase inhibitors and chemical oxidizers; diaphorase resazurin-to-resorufin fluorescence, NADH, 16 min; bacterial (C. kluyveri) enzyme, not human; inhibition, % at 20 µM; 0.69% of 190,000 active; AID 1217;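 active = primary screen inhibition at 20 µM above a set limit, cut at about 50% in these data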;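 also: plate controls were DMSO with full reaction for no effect and wells lacking NADH for full effect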
#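 Test system: Clostridium kluyveri diaphorase enzyme / Quantity: diaphorase at 0.14 U/mL in enzyme working solution / Incubation: 16-min room-temperature incubation before reading / Benchmarks: NADH-free wells as positive control, DMSO-only neutral wells / Signal: resorufin fluorescence 544/590 nm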
# Diaphorase act: counter-screen for diaphorase-based assays: diaphorase activators and chemical reducers | Diaphorase/resazurin coupled assay, resorufin fluorescence, 16 min; stronger effect = higher value; 1 = vehicle wells, 0 = NADH-free wells | activation factor at 20 µM | 0.005% of 190,000 active;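 active = diaphorase activity raised at least twofold by the compound at 20 µM; inactive = activation factor below 2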
#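 Test system: Clostridium kluyveri diaphorase, purified enzyme. Buffer or medium: 50 mM HEPES pH 7.4 buffer plus MgCl2 and Tween 20. Also added: 0.114 mM NADH and 0.1 mM resazurin, final amounts. Dosing: compound 20 µM once, DMSO 1%. Schedule: 16 min enzyme reaction, ambient temperature. Detection: fluorescence of resorufin, 544 nm excitation, 590 nm emission.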
# Numbers without * were called inactive.
SMILES,Efa HMGR inh,TNAP inh hiacc,PMI act hi M6P,FLuc act counter,TNAP inh noacc,G6PDH CS,TNAP act hiacc,PMI act,Diaph inh CS,Diaphorase act
CC(C)NC(=O)C1(c2ccccc2)CC1(Cl)Cl (stereo not drawn),0,-2,1,1.1,-10,-6,1,1,8,0.9
COc1ccc(CCn2c(-c3ccncc3)n[nH]c2=S)cc1OC,1,3,1.1,1,3,0,1,1.1,3,1
CN(C(=O)CSc1nnc2ccccn12)C1CCS(=O)(=O)C1 (stereo not drawn),-1,-1,1,1,-7,7,1,0.9,10,0.9
Cc1nc2cc(Cl)ccc2n1CCO,1,0,1,1.1,-12,6,1,1,7,0.9
CC1=C(n2nnc3ccccc32)C(c2ccccc2)C(C#N)=C(N)O1 (stereo not drawn),-3,-5,1.5,1.1,-4,-7,1,1.1,24,0.8
COc1ccc(NC(=O)c2cccc(F)c2)cc1Cl,-3,-7,1,0.9,-29,7,1.1,1,16,0.8
N#CC1=C(N)NC(SCc2ccc(Cl)cc2)=C(C#N)C12CCCCC2,0,4,0.8,1,0,-6,1,0.7,30,0.7
C=CCC1(NC(C)c2ccccc2)CCCCC1 (stereo not drawn),-1,-2,1.1,1.1,-1,11,1,1.1,4,1
Cc1nc(S(=O)(=O)N(C)c2ccccc2)c(C#N)c(C)c1Cl,-3,0,1.3,1.1,-6,7,1,1.1,1,1
CN(C)c1nc(N(C)C)n(C(=O)c2ccc(F)cc2)n1,-2,0,1,1,-3,3,1,1,-6,1.1

# Overlap with the part before: 3 compounds; new compounds follow.
SMILES,Efa HMGR inh,TNAP inh hiacc,PMI act hi M6P,FLuc act counter,TNAP inh noacc,G6PDH CS,TNAP act hiacc,PMI act,Diaph inh CS,Diaphorase act
C=CCC1(NC(C)c2ccccc2)CCCCC1 (stereo not drawn),-1,-2,1.1,1.1,-1,11,1,1.1,4,1
Cc1nc(S(=O)(=O)N(C)c2ccccc2)c(C#N)c(C)c1Cl,-3,0,1.3,1.1,-6,7,1,1.1,1,1
CN(C)c1nc(N(C)C)n(C(=O)c2ccc(F)cc2)n1,-2,0,1,1,-3,3,1,1,-6,1.1
O=C(Cn1cnc2ccccc2c1=O)NCC(=O)N1CCN(Cc2ccc3c(c2)OCO3)CC1,-5,-3,1,1.1,-12,-1,1,0.9,11,0.9
N#C/C(=C\c1cn(-c2ccccc2)nc1-c1cccnc1)c1nnc2n1CCCCC2,2,-4,0.9,1.1,-8,3,1,0.9,20,0.8
CCc1ccc2ncc(S(=O)(=O)c3ccc(C)c(C)c3)c(N3CCCC3)c2c1,-3,14,0.8,1,-13,-3,0.9,0.8,32,0.7
Cc1cccc(C)c1NC(=O)CCCSc1nc2ccccc2s1,-2,-1,1.1,1,-6,8,1,1.2,12,0.9
Cc1ccccc1NC1C=CS(=O)(=O)C1 (stereo not drawn),-3,2,0.9,1,-4,4,1,0.9,16,0.8
O=C(NCCN1CCc2ccccc2C1)C1CCN(S(=O)(=O)N2CCC3(CC2)OCCO3)CC1,-1,0,0.9,1.1,-5,16,1,1,5,1
COc1ccccc1N1CCN(c2nc(C)nc3c2oc2ccccc23)CC1,-3,-6,1.1,1,8,5,1.1,1.1,-4,1
COc1cccc(NC(=O)Cn2c(=O)oc3ccccc32)c1,1,-6,1,1.1,-3,4,1.1,0.9,8,0.9
CC(C)(C)c1ccc(S(=O)(=O)N2CC(=O)Nc3ccccc32)cc1,0,-4,1.1,1,-18,1,1,1,4,1
O=C(NCc1ccco1)/C(=C\c1cccs1)NC(=O)c1ccccc1,0,-1,1,1.1,-1,9,1,1.1,-2,1
C=CCN1C(=O)CSc2ccc(C(=O)OCC)cc21,-1,-3,0.9,1,-13,6,1,0.9,7,0.9
Cc1cc(C)cc(C(=O)NCC(=O)OCC(=O)Nc2ccc(C)cc2Br)c1,1,-4,1,1,-8,9,1,1,-6,1.1
CCn1c(C)c(C(C)=O)c(N2CCN(C(=O)c3ccco3)CC2)nc1=S,-5,-1,1,1,-5,1,1,1,10,0.9
CCc1nnc(NC(=O)[C@@H](NC(=O)c2ccc(C(C)(C)C)cc2)C(C)C)s1,0,7,0.9,1,6,-3,0.9,1,12,0.9
Cc1cc(C(=O)OCC(=O)Nc2cc(S(=O)(=O)N3CCOCC3)ccc2Cl)c(C)o1,-3,-4,1,1,-13,1,1,1,18,0.8
COc1ccccc1N1CCN(CC(=O)Nc2cccc(F)c2)CC1,1,-9,1,1.1,2,8,1.1,1.1,8,0.9
CCn1c(Cc2ccccc2)nnc1SCC(=O)Nc1ccc2c(c1)OCCO2,-1,1,0.9,0.9,-6,10,1,0.8,14,0.9
COc1cccc(N/C(SCc2ccccc2F)=C(/C#N)C(=O)NCc2cccs2)c1,-11,-2,0.8,1,2,1,1,0.9,18,0.8
Cn1c2c(c(=O)n(C)c1=O)C(c1ccccc1Cl)CC(=O)N2 (stereo not drawn),0,-3,1.1,1.1,-22,-3,1,1.1,7,0.9
Cc1cc(C)cc(N2Cc3ccccc3C2)c1,-1,-10,1.8,1,-13,0,1.1,1.6,17,0.8
CC(C)C(=O)NNc1nc2ccccc2s1,3,-5,0.9,0.9,-3,-20,1,0.9,17,0.8
Brc1ccc(C2=Nc3ccccc3C(c3ccncc3)=NN2)cc1,0,-3,1.1,1,-8,5,1,1.2,1,1
CN1C(=O)CSc2ccc(NC(=O)N3CCC(N4CCCCC4)CC3)cc21,-5,0,1.1,1.1,-15,3,1,1,-12,1.1
O=C(C1CCCN(S(=O)(=O)c2cccc3nsnc23)C1)N1CCc2ccccc21 (stereo not drawn),-1,-2,0.9,1,-6,4,1,0.9,18,0.8
CN1CCN(C(=O)c2cnn3c(C(F)F)cc(C4CC4)nc23)CC1,-6,-5,0.9,1.1,-12,-6,1,0.9,11,0.9
CN1CCCN(S(=O)(=O)c2ccc3c(c2)OCCO3)CC1,-4,-2,0.9,1.1,-8,8,1,0.9,7,0.9
COc1ccc(-c2cc(-c3ccccc3)c(C#N)c(=S)[nH]2)cc1,0,-3,1.4,1,-4,-3,1,1.5,14,0.9
COc1ccc(S(=O)(=O)N(C)c2c(C)n(C)n(-c3ccccc3)c2=O)cc1OC,1,-4,1.1,1,-10,22,1,1.1,8,0.9
O=C(COC(=O)c1ccco1)NCc1ccccc1Cl,0,-2,1.1,0.9,-10,-1,1,1.1,5,0.9
CCNC(=S)N(Cc1ccc2c(c1)OCO2)C1CC(=O)N(c2ccc(OC)cc2)C1=O (stereo not drawn),4,-6,0.9,1.1,-12,3,1.1,0.9,17,0.8
Cc1cc(C)n(CC(O)Cn2ccc3ccccc32)n1 (stereo not drawn),-2,-8,0.9,1,-13,4,1.1,0.9,13,0.9
Cc1[nH]c2ccccc2c1C(c1ccccn1)N1CCC(C)CC1 (stereo not drawn),-2,-5,1.1,1.1,-6,7,1.1,1,13,0.9
CSc1cccc(NC(=S)N(Cc2ccccc2)Cc2ccccn2)c1,0,3,0.9,1,-7,-2,1,0.9,14,0.9
Cc1cc2nc(CCN(C(=S)NCC(C)C)C3CCCC3)[nH]c2cc1C,-2,-6,0.9,1.1,-72,3,1.1,0.9,18,0.8
COCCN1CCCC(CNCc2cn(C)nc2-c2ccc(Oc3ccccc3)cc2)C1 (stereo not drawn),-3,-2,0.9,1,-5,10,1,0.7,-8,1.1
O=C(CN1C(=O)c2ccccc2C1=O)OC(C(=O)c1ccc(Cl)cc1)c1ccccc1 (stereo not drawn),-1,0,0.9,1.1,-8,6,1,0.9,14,0.9
O=C(COC(=O)c1cccs1)c1ccccc1,-9,-6,1,0.3,-12,7,1.1,1,16,0.8
O=C(NC12CC3CC(CC(C3)C1)C2)N1CCN(S(=O)(=O)c2ccc(Cl)cc2)CC1,-11,-5,0.9,1.1,-9,1,1,0.7,20,0.8
OCCNC(=S)NCCc1ccccc1,-5,-1,1.1,1,-18,-4,1,1.1,12,0.9
COc1ccc(/C=N/NC(=O)CNC(=O)c2ccc(S(=O)(=O)N3CCCC3)cc2)c(OC)c1,-8,-4,1,1,-2,-4,1,1,-11,1.1
O=C1CC(/C=C/c2ccc(Cl)cc2)=Nc2ccccc2N1,-2,-4,1.1,0.5,-8,2,1,1,10,0.9
CS(=O)(=O)N1CCN(Cc2ccc([N+](=O)[O-])cc2)CC1,-3,-4,0.9,1.1,-9,11,1,0.9,22,0.8
CSc1nc2c(c(=O)n1-c1ccc(C)cc1)SCC2,-9,-1,1,0.9,-5,11,1,0.9,12,0.9
CCOC(=O)COc1c(C(=O)OC)sc2ncccc12,-3,-3,1,1.1,-20,2,1,1,-1,1
O=C(CN1CCOc2ccccc21)NCc1ccco1,-1,2,0.8,1,-6,12,1,0.9,14,0.9
Cc1ccc(C(=O)N2CCCC(C(=O)c3ccc(Oc4ccccc4)cc3)C2)cn1 (stereo not drawn),-1,-7,0.9,1.1,-8,4,1.1,0.9,28,0.7
Cc1c(Cl)cccc1S(=O)(=O)N1CCC(C(=O)NNC(=O)C2CC2)CC1,4,0,1,1,-4,6,1,1,4,1
O=S(=O)(Nc1cc(S(=O)(=O)N2CCOCC2)ccc1N1CCOCC1)c1ccc2c(c1)OCCO2,0,-1,1.1,1,-12,3,1,1.2,13,0.9
Cc1nc2ccccc2c2c1C(=O)N(CCC1=CCCCC1)C2=O,2,-3,1,1.1,-6,1,1,0.9,10,0.9
O=C(CSc1nnc(SCc2ccccc2)s1)NNC(=S)Nc1ccccc1,-2,-4,1,0.9,-72,6,1,0.9,13,0.9
COc1ccc(C2=CC(c3ccco3)n3ncnc3N2)cc1 (stereo not drawn),-10,1,1.2,1,-9,-3,1,1.2,14,0.9
COc1ccc(OC)c(CCNC(=O)c2ccc(CS(=O)(=O)c3ccc(Br)cc3)o2)c1,-1,-6,1,1.1,-14,7,1.1,1,8,0.9
CN(C)S(=O)(=O)c1ccc2nnn(O)c2c1,1,5,1.1,1,-4,10,1,1.2,1,1

# Compound activity (PubChem BioAssay)
